# Assay outcomes as filed in PubChem.
# Cdc42 wt GTP = human Cdc42 wildtype GTP binding change, either direction. GST-Cdc42 beads, Bodipy-GTP binding, flow cytometry; actives lie on both sides. percent activity (GTP binding), % at 10 µM. actives 0.2% (n = 190,000). AID 761;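 active means percent activity GTP binding at least 20 points away from the 100% baseline, either down as inhibitor or up as activator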;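 further: median bead fluorescence of bound Bodipy-FL-GTP at 100 nM; 0% = excess unlabeled GTP control and 100% = no compound control; below 100% means less GTP binding so inhibitor and above means activator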
# Target sequence (P60953 whole entry, looked up): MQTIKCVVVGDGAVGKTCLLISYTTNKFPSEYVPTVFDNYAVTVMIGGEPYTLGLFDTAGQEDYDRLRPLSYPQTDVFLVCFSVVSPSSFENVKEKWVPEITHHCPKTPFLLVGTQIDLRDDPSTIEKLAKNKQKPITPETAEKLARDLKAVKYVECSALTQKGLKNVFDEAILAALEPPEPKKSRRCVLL
# ABCB1 inh = inhibitors of human ABCB1 transporter, ABCG2 counter-screen | CCRF-Adr cells, JC-1 efflux, flow cytometry | inhibition, % at 6.6 µM | actives 0.067% (n = 190,000) | AID 1326; in the data active means inhibition above about 40%;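 further: 0% = vehicle and 100% = reference inhibitor; higher value means more JC-1 retained so stronger ABCB1 efflux block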
# ABCG2 inh = human ABCG2 inhibition, ABCB1 as counter-screen; IgMXP3 cells, JC-1 efflux, flow cytometry; actives 0.1% (n = 190,000); inhibition, % at 6.6 µM;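 active means inhibition above 80%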;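 further: 0% = DMSO and 100% = nicardipine control wells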
#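 Test system: IgMXP3 (ABCG2) plus far-red-tagged CCRF-Adr (ABCB1) cells. Reagent: JC-1 dye as substrate. Timing: 10 min exposure at 25 °C with rotation, no wash. Measured by: flow cytometric JC-1 green MFI at 530 nm. Read-out: percent efflux inhibition, scaled nicardipine 100% to DMSO 0%. Control set: nicardipine and DMSO wells.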
# HRas wt GTP bind = modulators of GTP binding to human HRas wildtype; P01112; GST-Ras wt beads, Bodipy-FL-GTP binding, flow cytometry; actives lie on both sides; GTP binding activity, % at 10 µM; actives 0.14% (n = 190,000); AID 759;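 active means GTP binding activity at least 20% away from the 100% baseline, either lowered as inhibitor or raised as activator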;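 further: 0% = unlabeled GTP competition control and 100% = no-compound control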
# Target sequence (P01112 whole entry, looked up): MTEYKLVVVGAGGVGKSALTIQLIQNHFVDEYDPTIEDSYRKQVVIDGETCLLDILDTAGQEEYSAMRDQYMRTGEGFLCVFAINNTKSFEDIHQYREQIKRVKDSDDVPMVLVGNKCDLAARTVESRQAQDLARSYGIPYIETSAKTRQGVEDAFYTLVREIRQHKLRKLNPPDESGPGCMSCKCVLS
# Rab2A wt mod = changes GTP binding to wildtype dog Rab2A, up or down; actives 0.19% (n = 190,000); GTP binding activity, % at 10 µM; GST-Rab2 wt beads, Bodipy-GTP binding, flow cytometry;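 active means GTP binding activity at least 20 points away from 100%, either lowered or raised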;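 further: 0% = beads with excess unlabeled GTP and 100% = no-compound control corrected for plate trend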
# Avidin bead fluor = compound fluoresces at 488/530 nm on avidin beads | AID 1775 | fluorescence (KMESF) at 10 µM | actives 0.38% (n = 220,000) | compound fluorescence 488/530 nm, flow cytometry; active compounds read high; in the data active means fluorescence above about 47; further: inactives centre near 10
# Mcl1-Noxa inh = disrupts binding of human Mcl-1 to Noxa peptide. Q07820. TR-FRET Mcl-1/Noxa peptide binding, 2 h. inhibition, % at 21.7 µM. actives 1.5% (n = 220,000). AID 1022;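 active means compounds that cut the protein-peptide binding signal by more than 50% relative to plate controls in a single-dose test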;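 further: His-tagged Mcl-1 with rhodamine Noxa BH3 peptide and terbium anti-His antibody; 0% = Mcl-1 plus Noxa peptide wells and 100% = peptide-only wells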
# Target sequence (Q07820 whole entry, looked up): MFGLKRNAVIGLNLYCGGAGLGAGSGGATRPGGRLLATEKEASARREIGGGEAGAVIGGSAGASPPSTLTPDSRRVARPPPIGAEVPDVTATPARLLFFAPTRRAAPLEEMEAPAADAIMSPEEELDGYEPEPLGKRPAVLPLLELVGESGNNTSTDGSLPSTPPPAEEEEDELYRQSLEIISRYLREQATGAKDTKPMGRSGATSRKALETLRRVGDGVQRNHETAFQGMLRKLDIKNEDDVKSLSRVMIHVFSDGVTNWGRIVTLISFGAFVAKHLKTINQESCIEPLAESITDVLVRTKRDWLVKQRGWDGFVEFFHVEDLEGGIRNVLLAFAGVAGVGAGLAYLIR
# Pf gamet viab = kills late stage P. falciparum gametocytes; inhibition, % at 10.9 µM; P. falciparum stage V gametocytes, ATP luminescence, 24 h; AID 743093; actives 0.065% (n = 150,000);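 active means inhibition above the mean plus 3 SD of compounds within the control limits, set per campaign, cut at about 38% in these data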;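 further: 0% = DMSO wells and 100% = medium only without gametocytes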
# Rac1 wt modul = alters GTP binding to wildtype human Rac1 | actives 0.27% (n = 190,000) | GST-Rac1 beads, fluorescent GTP binding, flow cytometry; actives lie on both sides; 0 = cold GTP competed, 100 = untreated | GTP binding activity (% of control), % at 10 µM;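 active means GTP binding activity at least 20 points away from the 100% control level, either lower or higher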
# Rac1 mut GTP = alters GTP binding to activated mutant human Rac1. P63000. GST-Rac1 activated beads, fluorescent GTP binding, flow cytometry; actives lie on both sides; 100% means binding = to untreated wells. percent activity (GTP binding), % at 10 µM. actives 0.11% (n = 190,000). AID 764;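 active means GTP binding at least 20 percentage points away from the 100% baseline, in either direction, so actives lie on both sides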
# Rab7 wt modul = modulators of GTP binding to dog Rab7 wildtype GTPase | GST-Rab7 beads, fluorescent GTP binding, flow cytometry; actives lie on both sides; untreated = 100%, excess cold GTP = 0% | GTP binding activity (percent of control), % at 10 µM | actives 0.055% (n = 190,000) | AID 758;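 active means fluorescent GTP binding to Rab7 beads changed by at least 20 points from the 100% baseline, either direction, mostly lower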;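 further: median green fluorescence of bound Bodipy-FL-GTP per Rab7 bead population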
# Starred values were filed as active, the others as inactive; . = no result given. Rows are unselected (roughly 2.3% active in at least one column).
SMILES,Cdc42 wt GTP,ABCB1 inh,ABCG2 inh,HRas wt GTP bind,Rab2A wt mod,Avidin bead fluor,Mcl1-Noxa inh,Pf gamet viab,Rac1 wt modul,Rac1 mut GTP,Rab7 wt modul
Cc1ccc(C(=O)N2CCN3C(=O)c4ccccc4C23c2ccccc2)cc1 (stereo not given),94,1.0,0,93,97,2,5,12,97,95,97
CCc1cc2c(NCCC(=O)O)nc(C)nc2s1,99,-0.3,1,98,99,7,8,.,99,97,102
CCOC(=O)C1CCCN(C(=O)Cn2cnc3c2c(=O)n(C)c(=O)n3C)C1 (stereo not given),101,-0.3,15,100,102,27,10,25,105,99,97
CCOC(=O)c1c(-c2ccccc2)csc1NC(=O)CCN1CCOCC1,99,1.0,0,97,97,1,41,16,96,98,99
C=CCn1c(SCC(=O)N2CCN(c3ccc(F)cc3)CC2)nnc1-c1ccco1,99,0.7,3,101,100,5,-11,.,101,99,102
CCNS(=O)(=O)c1ccc(NC(=O)Nc2ccccc2OC)cc1,98,0.0,3,99,97,9,8,10,103,97,102
CCc1ccc(NC(=O)C(=O)NCCN2CCN(Cc3ccc([N+](=O)[O-])cc3)CC2)cc1,102,0.8,3,101,98,1,5,0,105,100,101
O=C(/C=C/c1ccccc1Cl)NCc1cccs1,96,0.1,6,100,100,14,-6,1,97,101,99
CC(C(=O)NCc1ccco1)n1cc([N+](=O)[O-])cn1 (stereo not given),99,0.0,-2,98,96,10,2,.,100,100,102
CN(C)C(C)(C)C#CCCCCC#CC(C)(C)N(C)C,105,0.0,1,104,102,21,2,.,105,100,100
CN1CCN(C(=O)c2ccccc2NC(=O)Cc2ccccc2)CC1,105,1.5,7,102,102,11,11,-5,103,98,102
COc1ccc(-c2cc(-c3ccccc3)c(C#N)c(S(C)=O)n2)cc1 (stereo not given),98,0.7,7,96,95,22,23,-15,99,96,97
Cc1ccc(N/N=C/c2c(O)cc(C)oc2=O)cc1,98,-0.5,-1,96,92,33,20,.,95,95,92
O=C(O)C1(NS(=O)(=O)c2ccc(F)c(Cl)c2)CCCCC1,98,-0.2,0,98,97,5,2,-3,96,93,97
COc1cccc(-c2nn(-c3ccccc3)cc2C(=O)OCC(=O)Nc2ncc(Cl)cc2Cl)c1,100,0.3,0,98,97,11,-3,.,101,97,96
CCN(CC)C(=O)Oc1ccnc2cc(Cl)ccc12,97,0.5,3,94,96,9,0,9,98,95,99
O=C(NC(Cc1c[nH]c2ccccc12)C(=O)N/N=C/c1cccnc1)c1cccs1 (stereo not given),98,-0.5,-3,103,104,10,22,-17,106,96,107
O=S(=O)(Nc1ccc2c(c1)OCO2)c1cccs1,100,-0.2,2,98,96,10,22,.,97,97,95
CCOc1ccc(NC(=S)NC(C)CCc2ccccc2)cc1 (stereo not given),96,0.1,1,100,98,12,18,4,97,96,106
CC(C)(C)N(NC(=O)Nc1ccc(F)cc1)C(=O)c1ccccc1,102,1.7,5,103,101,16,16,-8,108,102,102
CCOC(=O)c1[nH]n(-c2ccc(Cl)cc2)c(=O)c1C,101,-0.6,-14,100,100,13,5,-7,100,98,94
COc1cc(/C=N/NC(=O)CCn2c3ccccc3c3ccccc32)cc(OC)c1OC,98,1.3,12,98,97,14,0,9,100,98,96
CCOCCCNC(=S)Nc1ccc2nc3n(c(=O)c2c1)CCCCC3,96,0.3,8,99,99,8,-7,1,95,96,101
c1cnc2ccc(C(c3nnnn3C3CCCC3)N3CCSCC3)cc2c1 (stereo not given),99,1.2,1,101,99,20,-20,.,103,98,99
COc1ccccc1-c1nc(C#N)c(N2CCN(c3ccccc3)CC2)o1,92,0.0,12,89,90,6,6,.,90,91,89
CC(=O)C1=C(O)C(=O)N(CCc2c[nH]c3ccccc23)C1c1ccco1 (stereo not given),100,0.6,3,103,104,11,12,1,103,102,100
COc1ccc(NC(=O)CCn2cccc2)c(OC)c1,98,0.2,2,98,98,11,17,-11,95,97,105
Cc1ncc(CO)c(/C=N/NC(=O)c2ccc(O)cc2)c1O,101,1.1,7,103,104,6,10,.,105,101,105
COc1ccc(C)cc1NC(=O)CN(c1ccc(C)cc1)S(C)(=O)=O,97,0.9,9,94,96,21,-10,4,100,97,95
CCC(C(=O)O)P(=O)(c1ccc(Cl)cc1)c1ccc(Cl)cc1 (stereo not given),90,-0.1,5,94,94,10,13,-8,90,88,105

# Just Rac1 mut GTP and ABCB1 inh (2 entries from above):
Molecule | Rac1 mut GTP | ABCB1 inh
CCOc1ccc(NC(=S)NC(C)CCc2ccccc2)cc1 (stereo not given) | 96 | 0.1
CC(C)(C)N(NC(=O)Nc1ccc(F)cc1)C(=O)c1ccccc1 | 102 | 1.7

# Single entries from the entries so far.
# Cc1ncc(CO)c(/C=N/NC(=O)c2ccc(O)cc2)c1O in Cdc42 wt GTP: 101
# CC(=O)C1=C(O)C(=O)N(CCc2c[nH]c3ccccc23)C1c1ccco1 (stereo not given) in Cdc42 wt GTP: 100
# CCN(CC)C(=O)Oc1ccnc2cc(Cl)ccc12 in ABCB1 inh: 0.5
# c1cnc2ccc(C(c3nnnn3C3CCCC3)N3CCSCC3)cc2c1 (stereo not given) in HRas wt GTP bind: 101

# The listing continues:
SMILES,Cdc42 wt GTP,ABCB1 inh,ABCG2 inh,HRas wt GTP bind,Rab2A wt mod,Avidin bead fluor,Mcl1-Noxa inh,Pf gamet viab,Rac1 wt modul,Rac1 mut GTP,Rab7 wt modul
CC1=C(C(=O)OC2CCCCC2)C(c2cccnc2)n2ncnc2N1 (stereo not given),104,-0.2,-2,101,99,4,12,-1,109,100,98
O=C(CP(=O)(CO)CO)c1ccc(Cl)cc1,102,0.2,1,102,99,34,-4,.,101,98,101
COC(=O)[C@H]1C[C@@H]1[C@H](NS(=O)(=O)c1ccccc1)c1ccccc1,105,0.5,5,101,101,10,14,-5,106,97,100
Cc1cc2cc(C(c3nnnn3C3CCCC3)N(Cc3cccnc3)Cc3ccco3)c(=O)[nH]c2cc1C (stereo not given),97,12,9,103,101,13,-20,.,109,100,103
O=C1NCCN(Cc2c(F)cccc2Cl)C1CC(=O)N1CCCO1 (stereo not given),96,0.0,4,94,96,9,12,10,96,96,94
CCSc1nnc(NC(=O)NCC(F)(F)F)s1,105,0.1,0,105,105,11,8,.,106,100,104
COc1ccccc1N1CCN(C2CCN(C(=O)c3cccc(F)c3)CC2)CC1,98,0.4,7,98,99,12,34,13,100,100,97
Cc1ccc(C(=O)Nc2cccnc2)cc1[N+](=O)[O-],104,0.2,4,99,101,11,9,12,103,97,107
COC(=O)CCCC[C@H]1SC[C@H]2NC(=O)N[C@]21O,89,-7.7,-4,94,93,6,19,.,97,94,95
CCOc1ccc(CCNC(=O)c2cccc(C#N)c2)cc1OCC,96,0.1,2,96,96,27,2,9,94,99,95
Cc1sc2nc(SCC(=O)NCCOCCO)n(C)c(=O)c2c1C,104,0.2,14,101,99,29,-2,0,102,97,96
CCCn1c(NCc2ccc(C)o2)nc2ccccc21,99,0.2,1,98,97,37,21,.,98,96,97
O=C(c1ccccc1)c1ccc(CN2C(=O)c3ccccc3C2=O)o1,106,0.4,1,105,102,37,-4,11,109,102,100
CCCn1cc(S(=O)(=O)CC(=O)N2CCc3ccccc32)c2ccccc21,99,0.6,1,97,99,6,21,.,98,96,99
CCCCCCN1C(=O)C(O)=C(C(C)=O)C1c1ccc(Cl)cc1 (stereo not given),107,0.3,1,101,99,13,17,4,113,102,98
Cc1cc(C)c2ccc(C)[n+]([O-])c2c1O,92,-0.1,0,92,93,5,4,16,92,92,96
Cc1ccc(-c2nnn(CC(=O)NCC3COCCO3)n2)o1 (stereo not given),110,0.8,1,110,110,8,3,.,106,102,104
Cc1cccc(C(=O)NC(=S)N2CCN(c3ccc([N+](=O)[O-])cc3)CC2)c1,104,5.7,13,99,94,11,0,-1,104,100,96
Nc1nc(SCc2ccc(F)cc2)ns1,99,-0.1,0,100,100,27,3,18,100,96,104
CCc1c(C)sc(NC(=O)c2ccco2)c1C(=O)N1CCCCC1,98,0.7,1,97,94,31,10,-6,97,95,93
NC(=O)N/N=C\c1cc(Br)ccc1O,99,0.2,3,97,98,3,2,24,98,98,98
COc1cccc(N2C(=O)C(Cc3c[nH]c4ccccc34)NC2=S)c1 (stereo not given),99,-1.4,-10,101,100,15,6,-16,104,101,101
CN(C)S(=O)(=O)c1ccc(C(=O)Oc2ccccc2)cc1,97,0.6,2,98,95,8,-8,.,95,96,97
CCOC(=O)C1=C(C)NC(=O)NC1c1cc(C)sc1C (stereo not given),99,-0.9,3,101,100,12,-1,15,103,100,100
CC(C)N(C(=S)Nc1cccc(C(F)(F)F)c1)C(C)c1ccccn1 (stereo not given),96,-0.7,-1,98,100,10,-9,16,100,93,95
COc1ccc2[nH]c(=O)c(CN(Cc3cccs3)C(=S)Nc3cccc(C)c3)cc2c1,100,1.6,7,99,99,10,-8,9,106,98,102
CN(C)NC(=S)NC(=O)C12CC3CC(CC(C3)C1)C2,95,0.5,2,94,93,12,23,7,97,92,92
Nc1ccc(Cc2ccc(N)c(O)c2)cc1O,95,-0.2,0,95,98,18,87*,27,97,95,103
COc1ccc([N+](=O)[O-])cc1N(CC(=O)NC1CCCC1)S(C)(=O)=O,93,-1.2,-4,95,99,11,-6,12,90,90,102
Cc1nc(NC(=O)c2ccccc2)sc1-c1csc(NCc2ccco2)n1,98,0.2,1,95,94,11,61*,.,98,95,92
CCOC(=O)C1CCN(Cc2nc3ccccc3c(=O)n2-c2ccc(F)cc2)CC1,103,1.3,0,102,102,15,-4,-9,103,99,99
O=C(NCc1ccco1)C1CCCN1C(=O)Nc1ccccc1Cl (stereo not given),94,0.6,3,99,100,12,11,15,99,94,108
O=c1ccnc(SCn2nnc3ccccc3c2=O)[nH]1,105,0.5,2,102,106,10,-7,.,105,103,103
CN(C)c1nc(Nc2ccccc2)nc(Oc2ccc(=O)[nH]n2)n1,101,0.2,27,102,102,28,-16,.,105,98,97
Cc1cc(C)n(CC(=O)n2nc(C)cc2C)n1,98,0.6,5,100,101,9,14,.,101,98,102
O=C(O)/C=C/C(=O)Nc1cccnc1,31*,0.0,-5,38*,31*,22,21,-2,34*,34*,20*
O=S(=O)(c1cccc(-c2nnc(-c3ccc(Br)cc3)o2)c1)N1CCCCCC1,100,-0.1,0,102,103,19,-4,0,99,94,109
O=C(COC(=O)c1ccccc1)NCCC1=CCCCC1,96,0.1,0,93,94,21,15,-4,92,94,92
O=C(Cc1ccccc1)Nc1c2c(nn1-c1cccc(Cl)c1)CS(=O)(=O)C2,100,1.2,17,101,101,14,4,-57,106,97,105
CC(=O)Nc1ccc(S(=O)(=O)NC(C)C(=O)NC(C)c2ccccc2)cc1 (stereo not given),92,-0.2,0,98,99,12,9,.,99,98,101
